Screening data: PubChem, several laboratories
MT stabilizer: microtubule stabilization, imaging screen; HeLa tubulin immunostaining HCS, 24 h; share of cells brighter than vehicle mean+2SD; % tubulin-high responders, % at 10 µM; actives 0.83% (n = 200,000);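 active = plate Z-score above 3 for both tubulin-high and condensed-nucleus cell shares, with cell loss under 80%, at 10 µM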;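 also: anti alpha tubulin signal scored within the nucleus-defined area of each cell; some results filed as inactive read as strong as hits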
Ins promoter up: MIN6 insulin promoter up-regulation; MIN6 insulin promoter-GFP reporter, high-content imaging; stronger effect = higher value; z-score at 5 µM; actives 0.3% (n = 190,000); AID 1625;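 active = z-score above 3 at 5 µM with at least 500 cells counted in the well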
Yfh1-depleted yeast: enhancers of respiration in Yfh1-depleted yeast, dose response, Friedreich's ataxia, plus single-dose screen (AID 1465); actives 0.074% (n = 220,000); S. cerevisiae Yfh1-off respiration, WST-1 reduction, 72 h; higher fold induction means a stronger effect; fold induction at 50 µM; hits with a dose series show EC50 in µM;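 active = fold induction of absorbance versus untreated yeast above a set limit, then at least 30% activation at any dose in follow-up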;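 also: activators that raise dye reduction in frataxin-depleted yeast; strong numbers were not always called active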
M17LAP inhibition: P. falciparum M17LAP inhibitors, primary screen, biochemical, fluorogenic H-Leu-NHMec substrate, 1536-well (AID 1619). actives 0.38% (n = 220,000). recombinant M17LAP, H-Leu-NHMec fluorogenic kinetic assay; higher % means a stronger effect. inhibition, % at 30 µM, or IC50 in µM where a hit was titrated;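 active = compound inhibiting the enzyme by more than half at any dose during confirmatory dose-response retesting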;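 also: plate controls were full reaction with DMSO carrier for no effect and no enzyme background for full effect; strong numbers were not always called active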
Dynein cargo inh: dynein cargo transport inhibition | actives 0.47% (n = 220,000) | 3617.4 mouse cells, GR-EGFP nuclear translocation imaging; test concentration mostly 20 µM; stimulated with dexamethasone, 1 µM; stronger effect = lower value | z-score, hits read low;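 active = plate z-score of nuclear minus cytoplasmic receptor signal below a set negative limit, without overly bright fluorescence or cell loss, cut at about -3.5 in these data, passing the limit was not always enough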;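 also: z-score of nuclear minus cytoplasmic ring GR-EGFP intensity difference per well; some compounds called inactive have numbers as strong as hits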
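Schedule: 48 h induction, then 1 h compound, then 30 min agonist, 37 °C. Buffer or medium: tetracycline-free induction medium containing charcoal-stripped FBS. Reagent: 1.0 µM final dexamethasone stimulus. Evaluation: nuclear versus cytoplasmic GR-EGFP signal, averaged per well. Signal: high-content fluorescence imaging after fixation.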
NOD1 NF-kB reporter: inhibition of NOD1-driven NF-kB reporter – cell-based, luminescence, uHTS, primary screen (AID 1578); NOD1-driven NF-kB luciferase reporter cells, luminescence; higher % means a stronger effect; inhibition, % at 4 µM, or EC50 in µM where a hit was titrated; actives 1% (n = 290,000); in the data active = inhibition mostly above about 36%, no sharp cut-off; inactive = mostly below about 34%;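 also: HEK-293T reporter cells stimulated with the NOD1 agonist gamma-tri-DAP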
Autophagy HCS: alters autophagy in cells | actives 0.98% (n = 190,000) | AID 463193 | calls only at 10 µM (by protocol) | MEF GFP-LC3 puncta imaging; test concentration mostly 10 µM;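 active = percentage of spot-positive cells more than 3 SD above its plate mean, without a fluorescence outlier flag or 80% toxicity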;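 also: spot-positive cell cutoff set from DMSO-treated cells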
bCat nuc transl: beta-catenin nuclear translocation modulation. nuclear translocation activity, % at 5 µM. HeLa beta-catenin nuclear translocation, immunofluorescence imaging. actives 0.3% (n = 190,000);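 active = nuclear translocation activity above 50% at 5 µM, with a well cell count of 50 or more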;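 also: per-cell ratio of nuclear to cytoplasmic median beta-catenin stain intensity; plate controls were DMSO negative control for no effect and GSK-3 inhibitor IX positive control for full effect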
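Test system: HeLa cells, endogenous beta-catenin; Compound: single 5 µM dose plus 0.02–20 µM confirmation series; Times: compound exposure 24 h at 37°C; Signal: fluorescence imaging of beta-catenin antibody stain plus DAPI; Read-out: % activation, nuclear-to-cytoplasmic median beta-catenin signal ratio per cell.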
HEK293 NOD2/NF-kB: inhibition of NOD2-driven NF-kB reporter – cell-based, luminescence, uHTS, HEK293 (AID 1566). HEK293 NOD2/NF-kB luciferase reporter, luminescence; higher % means a stronger effect. inhibition, % at 4 µM, or EC50 in µM where a hit was titrated. actives 0.63% (n = 290,000); in the data active = inhibition above about 50%; also: many of its hits are not listed in these tables
Dynein cargo inh cytoplasmic EGFP: second read-out of Dynein cargo inh, no call of its own (marks repeat the call); z-score; measured here: cytoplasmic GR-EGFP intensity; stronger effect = higher value
Dynein cargo inh nuclear GR-EGFP: also measured in Dynein cargo inh; calls as there; z-score; measured here: nuclear GR-EGFP intensity;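 lower value marks the stronger effect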
Dynein cargo inh cell count: further read-out of Dynein cargo inh, marked with its call; z-score; measured here: cell count per field
Ins promoter up cell count: recorded beside Ins promoter up, whose call it bears; cell count; measured here: cytotoxicity, nuclei count;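 total cells summed across four imaged fields per well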
bCat nuc transl cell count 5 µM: further read-out of bCat nuc transl, marked with its call; cell count; measured here: cell count, cytotoxicity flag
MT stabilizer Hoechst-high %: also measured in MT stabilizer; calls as there; % Hoechst-high responders; measured here: nuclear condensation Hoechst responders;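 share of cells brighter than vehicle mean plus two SD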
MT stabilizer cytotoxicity %: further read-out of MT stabilizer, marked with its call; toxicity, %; measured here: cytotoxicity by cell density;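 0% = mean cell density of plate MIN control wells and 100% = no cells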
Autophagy HCS cell loss 18 h: second read-out of Autophagy HCS, no call of its own (marks repeat the call); toxicity, %; measured here: cell loss, nuclei count;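 cell loss after 18 h compound exposure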
* marks the source's active call; other numbers are inactive results; i = inactive; x = not tested or not shown.

Sequence of screens: Ins promoter up cell count, NOD1 NF-kB reporter, HEK293 NOD2/NF-kB, Dynein cargo inh cell count, bCat nuc transl cell count 5 µM, Autophagy HCS cell loss 18 h, Ins promoter up, Dynein cargo inh nuclear GR-EGFP, MT stabilizer Hoechst-high %, Dynein cargo inh, Yfh1-depleted yeast, bCat nuc transl, Dynein cargo inh cytoplasmic EGFP, MT stabilizer, M17LAP inhibition, MT stabilizer cytotoxicity %, Autophagy HCS
CCNc1nc(NC(C)CC)nc(Oc2ccc(=O)[nH]n2)n1 (stereo not given)
 : 887, -12%, 20%, 0.43, 1097, 1, 0.4, -0.39, 1.4, -0.62, i, -1.3, -0.38, 2.4, -26%, 10, i
COc1ccnc(Nc2ccc(C)c(C)c2)c1C#N
 : 1879, -34%, 0%, 0.3, 1078, 2, 0.85, -0.45, 1.8, 0.082, i, -2.9, -0.074, 1.1, -11%, 11, i
Cc1cc(=O)[nH]c(SCC(=O)Nc2nc3c(s2)CCCC3)n1
 : x, 5%, 6%, -1.5, x, 5, x, 2.3, 1.5, 2.2, i, x, -0.24, 2.0, 18%, 3.8, i
O=C(c1ccc([N+](=O)[O-])cc1Cl)N1CCN(c2ccccn2)CC1
 : 1173, 8%, 29%, 0.18, 1205, x, -0.2, 0.32, x, -0.63, i, 2.1, -0.25, x, 6%, x, x
Cc1noc(C)c1COC(=O)CCc1ccc(S(=O)(=O)N2CCCCC2)cc1
 : 1273, -11%, 14%, -0.34, 1105, -11, 0.41, 0.24, 3.6, -0.035, i, -0.9, -0.21, 5.7, -7%, 7.3, i
O=C(c1ccc2nc(-c3ccccc3)c(-c3ccccc3)nc2c1)N1CCCCC1
 : 963, -8%, -6%, 0.28, 1330, x, -0.15, 0.64, x, 0.38, i, 0.3, -0.16, x, -9%, x, x
Cc1noc(C)c1COc1ccc(C(=O)OCc2nnc(-c3ccc(Cl)cc3)o2)cc1
 : 1150, -3%, 6%, -1, 1162, 8, 0.11, 0.65, 2.4, 0.85, i, 0.9, -0.13, 1.8, -9%, 1.8, i
Cc1nnc(C)c2c(C)n(N)c(C)c12
 : 1146, -7%, 0%, -0.79, 1288, x, 0.51, 0.18, x, 0.67, i, -0.5, -0.25, x, 12%, x, x
COc1cccc(/C=N/NC(=O)c2ccoc2C)c1
 : x, -8%, -71%, -0.85, 1367, x, x, 1.1, x, 0.85, i, 0.6, -0.27, x, 7%, x, x
Cc1cnc(C(=O)N2CCCC(C(=O)c3ccc(C(C)(C)C)cc3)C2)cn1 (stereo not given)
 : 1376, -14%, -14%, 1, 949, -12, -0.26, -0.52, 3.0, -1, i, 1.7, -0.3, 4.1, -5%, 1.2, i
N#C/C(=C\c1coc2ccc(O)cc2c1=O)C(=O)Nc1nc2ccccc2s1
 : 1001, 5%, 28%, 0.4, 738, x, -0.04, 0.36, x, -0.12, i, 13, -0.23, x, -2%, x, x
CC(C)n1cnc2cc(NCc3nc4ccccc4n3C)ccc21
 : 1103, 23%, -59%, -0.25, 554, 2, 0.24, 0.58, 1.0, 0.066, i, -1.2, -0.1, 3.9, 2%, 6.0, i
COc1ccc(CCNC(=O)CSc2ncn[nH]2)cc1
 : 888, 2%, 1%, 1.1, 1216, -7, -0.19, -0.25, 1.3, -1.3, i, -1.9, 1, 1.2, 15%, 9.9, i
O=C1CCCc2c1nc(-c1ccc([N+](=O)[O-])cc1)n2O
 : 1464, -1%, -1%, 0.83, 1121, x, 0.06, -0.12, x, -0.35, i, -2.5, -0.2, x, 12%, x, x
CC(C)[C@@H]1C=C(C(=O)O)O[C@H](OCCCCO)C1
 : 938, -9%, 8%, 0.81, 1403, x, -0.34, -0.21, x, -0.57, i, 0.7, -0.84, x, 6%, x, x
O=C(Nc1c(Cl)cc(Cl)cc1-c1nc2ccccc2s1)c1ccc(Br)o1
 : 867, 11%, -14%, -1.6, 1149, -19, -0.22, 1.6, 1.0, 3, i, 2.4, 0.49, 1.9, 4%, 5.3, i
CC(C)Oc1ccc(C(=O)NCC(=O)OCC(=O)N(C)Cc2cccs2)cc1
 : 1168, -34%, 11%, 0.95, 1044, 13, -0.9, -0.46, 2.2, -0.8, i, -0.5, -0.23, 4.4, 6%, 4.3, i
COc1ccc(OC)c(CN2CCN(S(=O)(=O)c3ccc(NC(C)=O)cc3)CC2)c1
 : 1494, 24%, -16%, 0.33, 1513, 3, 0, 0.013, 0.9, 0.74, i, -1.1, -0.089, 4.8, 3%, 11, i
CN(C)S(=O)(=O)c1cccc(N2C(=O)CC3(CCCCC3)CC2=O)c1
 : 1292, -18%, 17%, -0.72, 1112, 25, -0.18, 0.79, 1.7, 1.3, i, 1.0, -0.13, 1.0, -2%, 7.5, i
COC(=O)c1ccc(NC(=O)CCc2c(C)nc3ncnn3c2C)cc1
 : 1518, -9%, 8%, 0.043, x, 7, -0.3, -0.37, 1.6, -0.95, i, x, -0.25, 2.1, -2%, 3.7, i
NC(=O)c1c(NC(NC(=O)c2ccco2)(C(F)(F)F)C(F)(F)F)sc2c1CCCC2
 : 876, -24%, -6%, 0.69, 1017, 1, 0.44, -0.67, 2.5, -0.94, i, 1.0, -0.13, 1.7, 6%, 7.4, i
CCn1c(C)[n+](CCOC(C)=O)c2cc(Cl)c(Cl)cc21
 : 1522, -15%, 1%, 0.56, 1104, -11, -0.03, -0.23, 0.7, -0.58, i, -1.3, -0.35, 1.2, 5%, 8.9, i
Cc1ccc(S(=O)(=O)N(C)c2ccc(C(=O)Nc3c(C)n(C)n(-c4ccccc4)c3=O)cc2)cc1
 : x, -20%, -11%, 1.2, 1000, 13, x, -0.17, 3.1, -0.55, i, 0.4, -0.28, 4.0, -3%, 3.0, i
O=C1OCCN1CC(=O)N1CCc2c([nH]c3ccccc23)C1c1ccccn1 (stereo not given)
 : 1707, -38%, -14%, -0.29, 993, -8, -0.27, 0.7, 1.6, 0.7, i, -0.6, -0.28, 2.3, x, 2.5, i
Oc1ccccc1CNc1ccc(Br)cn1
 : 1429, -15%, -11%, 0.4, 1455, 3, -2.2, -0.6, 1.0, -0.78, i, 3.1, 0.037, 2.9, 3%, 2.7, i
O=C(NCCOC(=O)c1ccc(Cl)c(S(=O)(=O)N2CCCCC2)c1)c1ccncc1
 : 1276, 8%, 11%, 1.2, 773, 8, -1, -0.05, 2.0, -0.37, i, 1.2, -0.24, 2.0, -8%, 12, i
CCc1cccc(NC(=O)Cn2cc3c(n2)CCCC3)c1
 : 1293, -18%, -1%, -0.77, 1125, x, 0.46, 0.18, 2.1, -0.2, i, -1.0, -0.097, 6.5, 1%, 4.2, x
O=C(NC1CCCCCC1)C1c2ccccc2C(=O)N1Cc1cccs1 (stereo not given)
 : 1431, 0%, 8%, 0.38, 918, -7, -0.08, -0.26, 2.2, 0.16, i, -1.6, -0.34, 2.7, -15%, 7.4, i
CC1Cc2ccccc2N1C(=O)CN(C)S(=O)(=O)c1cccc2cccnc12 (stereo not given)
 : 921, -4%, 7%, 0.44, x, -2, -0.77, -0.32, 3.1, -0.56, i, x, -0.27, 5.9, -13%, 8.4, i
O=C(CCC1CCCC1)N1CCC(N2CCN(c3ccccc3)CC2)CC1
 : x, -21%, -8%, -0.7, 1119, 3, x, 0.74, 3.3, 0.62, i, 1.0, 0.13, 3.9, 1%, 11, i
Cc1nc(-c2ccc3c(c2)OCCO3)cs1
 : 1098, -51%, -30%, -2.3, 1032, 27, 1.1, 0.63, 2.2, 1.5, i, -4.1, -0.15, 2.3, -5%, 9.8, i
CCc1nc(-c2ccc(C)nc2OC)no1
 : 1267, -14%, 7%, 0.65, 1202, -1, -0.92, -0.21, 1.1, -0.8, i, -1.5, -0.29, 2.1, -4%, 8.1, i
CCCCCOc1ccc(CSc2ncn[nH]2)cc1
 : 860, 20%, -49%, -0.19, 1184, 2, -0.94, 0.66, 1.6, 1.4, i, -2.2, -0.26, 1.1, 2%, 8.8, i
CN(C)c1nc(OCCNC(=O)Nc2ccccc2)nc(N2CCOCC2)n1
 : 869, 3%, 5%, 0.13, 1170, 0, 0.9, -0.15, 1.4, -0.82, x, -4.6, -0.25, 1.2, -2%, 12, i
Cc1nc(Cl)c(C#N)cc1-c1ccccc1
 : x, 27%, 39%, x, x, 13, x, x, 1.5, x, i, x, x, 1.7, 14%, 5.7, i
O=C(/C=C/c1ccccc1Cl)N(c1ccccn1)C1CCCCC1
 : 1492, 13%, 4%, -0.28, 1150, -4, -1.1, -0.22, 2.0, -0.14, i, -3.7, -0.2, 3.6, 5%, 4.6, i

These rows are one share of the data (hit frequency here may not be typical).
